tim23-1 inh: inhibits growth of tim23-1 mutant yeast. AID 463212. S. cerevisiae tim23-1 growth, BacTiter-Glo luminescence, 24 h. inhibition, % at 20 µM. hit rate 1.3% among 330,000;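 active means growth inhibition of the mutant yeast at or above 50%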;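 further: temperature-sensitive mutant grown at 25 °C; plate controls were DMSO-treated mutant yeast for no effect and medium wells lacking yeast for full effect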
TIM10 inh: growth inhibitors of TIM10 yeast strain; S. cerevisiae TIM10 strain growth, BacTiter-Glo luminescence, 24 h; inhibition, % at 10 µM; hit rate 1.4% among 330,000; AID 463195;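 active means inhibition of 40% or more at the single tested concentration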;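 further: wild-type TIM10 isogenic control strain grown at permissive 25 °C; 0% = DMSO yeast wells and 100% = minimal medium wells without yeast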
APJ antagonist: APJ receptor antagonism; P35414; CHO-K1 APJ beta-arrestin complementation, luminescence; inhibition, % at 20 µM; hit rate 0.32% among 330,000; AID 2521;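 active means inhibition above about 40% at 20 µM, limit read from the data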;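 further: cells challenged with 10 nM apelin-13 agonist together with compound; plate controls were apelin-13 plus DMSO wells for no effect and DMSO wells lacking apelin-13 for full effect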
Target sequence (P35414 whole entry, looked up): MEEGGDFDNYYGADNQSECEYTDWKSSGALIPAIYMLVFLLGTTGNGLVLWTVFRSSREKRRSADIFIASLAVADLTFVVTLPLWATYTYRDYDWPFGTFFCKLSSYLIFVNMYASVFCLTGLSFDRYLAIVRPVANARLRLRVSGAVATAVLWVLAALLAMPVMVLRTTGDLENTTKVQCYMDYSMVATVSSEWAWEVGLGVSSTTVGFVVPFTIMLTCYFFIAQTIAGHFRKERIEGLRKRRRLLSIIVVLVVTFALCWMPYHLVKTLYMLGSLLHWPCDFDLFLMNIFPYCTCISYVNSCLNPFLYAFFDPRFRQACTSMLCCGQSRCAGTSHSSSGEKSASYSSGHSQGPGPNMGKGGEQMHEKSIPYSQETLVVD
MPTP block: inhibitors of mitochondrial permeability transition pore | hit rate 1.4% among 360,000 | isolated mouse mitochondria, Ca2+ swelling absorbance, 30 min | inhibition, % at 10 µM;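 active means inhibition of 50% or more, scaled per plate between neutral and stimulator controls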;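 further: 0% = DMSO wells given calcium and 100% = 1 mM EGTA wells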
NR3A LBD binder: NR3A (human) ligand-binding domain modulation | Tm shift relative to glycine control, % at 25 µM | NR3A LBD differential scanning fluorimetry, Tm shift; 0% = protein alone, 100% = glycine-bound protein | hit rate 2.5% among 340,000;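 active means melting temperature shift of at least 10% of the positive control shift, at one fixed dose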
tim10-1 inh: inhibits growth of tim10-1 mutant yeast | inhibition, % at 20 µM | AID 463190 | hit rate 2.2% among 330,000 | S. cerevisiae tim10-1 ts strain growth, BacTiter-Glo, 24 h;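 active means inhibition of at least 40%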;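 further: mutant grown at 25 °C; 0% = DMSO wells with yeast and 100% = wells holding no yeast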
NLRP3 yeast inh: blocks the NALP3 inflammasome reconstituted in yeast. Yeast reconstituted NLRP3/ASC/caspase-1, beta-gal luminescence, 24 h. inhibition, % at 10 µM. hit rate 0.39% among 330,000;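 active means inhibition of 50% or more; inactive means inhibition below 50%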;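 further: plate controls were induced DMSO wells for no effect and uninduced yeast grown without galactose for full effect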
APJ agonist: agonists of human APJ apelin receptor; CHO-K1 APJ PathHunter beta-arrestin, luminescence; 0% DMSO wells, 100% apelin; hit rate 0.11% among 330,000; activation, % at 20 µM;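 active means activation more than six SD over the plate average, tested at 20 µM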;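 further: 0% = DMSO alone and 100% = apelin-13 at 10 nM; some results filed as inactive read as strong as hits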
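Material: engineered CHO-K1 APJ arrestin reporter cells; amount: 1000 CHO-K1 reporter cells seeded per well; incubation: compound stimulation 90 min at 25 °C, detection 60 min; signal: luminescent beta-gal fragment complementation, chemiluminescent substrate; read-out basis: APJ agonist activity; controls: DMSO-only wells as negative, 10 nM Apelin-13 as positive control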
MIN6 prolif: inducers of beta-cell replication in MIN6 cells. hit rate 0.29% among 330,000. AID 2380. proliferation, % at 10 µM. MIN6 cells proliferation, ATPlite luminescence, 48 h; cells starved in 0.2% serum; 100% = growth in 10% serum;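 active means compounds whose signal lies at least 3.5 SD above the mean of all wells on their plate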;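 further: 0% = DMSO-treated cells in low-serum medium and 100% = 10% serum control; some compounds called inactive have numbers as strong as hits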
Active calls of the source: *; nt = no result given.

entry	canonical_smiles	tim23-1 inh	TIM10 inh	APJ antagonist	MPTP block	NR3A LBD binder	tim10-1 inh	NLRP3 yeast inh	APJ agonist	MIN6 prolif
1	CN(Cc1cccs1)C(=O)Cn1cnc2cc([N+](=O)[O-])ccc2c1=O	15	-6	-14	1.4	1	-72	18	0	1
2	N=C1S/C(=C\c2ccccc2F)C(=O)N1c1ccc(F)cc1	-21	-1	20	11	11*	12	-2	-3	-1
3	COc1ccc(NC(=O)c2nn(C)c3c2CS(=O)(=O)c2ccccc2-3)cc1	5	-9	-2	-1.5	0	25	1	0	8
4	COc1ccc(N/C=C/C(=O)C(F)(F)F)cc1	7	-7	1	0.0	1	5	16	1	-3
5	COC(=O)c1cc(NC(=O)C2(S(=O)(=O)c3ccc(Cl)cc3)CC2)cc(C(=O)OC)c1	7	9	3	2.6	1	8	15	-1	0
6	O=C(O)c1ccc(COc2ccc3ccccc3c2)o1	15	-5	4	0.7	0	3	-2	-2	-3
7	O=C(CSc1nc2ccccc2c(=O)n1NC(=O)Cc1ccccc1)NCCc1ccccc1	0	7	6	5.7	-1	3	12	1	-1
8	O=C(COC(=O)C1(c2ccc(Cl)cc2)CCCC1)NCc1ccco1	22	-7	-13	2.2	-1	-16	16	-1	-1
9	CC(=O)C1=C(c2ccccc2)NC(=O)NC1c1ccccc1 (centres undefined)	7	-5	-12	0.0	1	6	18	6	-4
10	CN(C)c1ccc(NC(=O)CN2CCC(C(=O)c3ccc(F)cc3)CC2)cc1	18	-3	-2	-1.4	-2	14	4	5	-2
11	O=C(Cc1cccs1)Nc1nnc(SCc2ccc(C(F)(F)F)cc2)s1	-9	-14	-4	3.6	0	16	2	-4	0
12	Cc1ccc(S(=O)(=O)c2nc(C)oc2N2CCOCC2)cc1	7	0	15	-2.1	0	15	24	1	0
13	COc1ccc(CC(=O)N2CCC(CCC(=O)Nc3ccccc3)CC2)cc1	13	13	-32	-0.2	1	22	21	-3	-1
14	COc1cc(/C=C/C(=O)N(Cc2ccccc2)c2ccccn2)cc(OC)c1OC	24	29	4	1.5	-6	30	-3	-8	0
15	Cc1ccc(S(=O)(=O)N2CCN(C(=O)CN3CCc4ccccc4C3)CC2)cc1	14	11	14	-1.5	-1	3	2	-3	0
16	Cc1cccc(-n2c(-c3cccc([N+](=O)[O-])c3)nc3nc4ccccc4nc32)c1	-6	6	-12	nt	nt	3	8	-2	-1
17	COc1ccccc1Oc1ccc(S(=O)(=O)N2CCCCC2)cc1NC(=O)CCNC(C)=O	-3	-2	6	-0.3	0	-16	-3	0	-5
18	CC(C)CN(C(=O)CCCSc1nc2ccccc2[nH]1)c1c(N)n(Cc2ccccc2)c(=O)[nH]c1=O	16	-4	17	-1.8	0	16	29	5	2
19	CN1CCN(c2nc(-c3ccc(Br)cc3)nnc2-c2ccccc2)CC1	43	17	-2	0.2	-2	19	3	10	-4
20	Cc1ccc(S(=O)(=O)NC(C(=O)N2CCOCCOCCOCC2)C(C)C)cc1 (centres undefined)	4	3	4	-2.3	0	-2	7	3	3
21	O=[N+]([O-])c1c(NCCO)cc(N2CCCCCC2)c2nonc12	-12	3	20	0.8	2	4	19	-3	0
22	NS(=O)(=O)c1ccc(CCNC(=O)c2cccc([N+](=O)[O-])c2)cc1	4	-8	-10	-0.8	-1	-8	6	-2	1
23	CC12CN3CC(C)(CN(C1)C3c1ccccc1F)C2 (centres undefined)	20	-5	-21	-0.9	-1	7	5	2	-1
24	Cc1cc(C(=O)CN2C(=O)C(=O)N(Cc3ccco3)C2=O)c(C)n1CCc1ccc(F)cc1	25	8	6	-1.7	2	10	10	-3	-6
25	N#Cc1c(F)cccc1N1CCC(C#N)CC1	-6	4	8	-0.2	2	2	13	-2	-1
26	CCOc1ccc(NC(=O)Cn2nnc(-c3ccccc3NC(=O)C3CC3)n2)cc1	-1	6	6	2.5	-5	17	4	0	1
27	O=C(CCCn1c(=O)[nH]c2ccsc2c1=O)NC1CCCCC1	7	-2	-17	-2.0	-1	2	4	0	0
28	Cc1c(Cl)cccc1NC(=O)Nc1cc(C(C)(C)C)nn1C	19	18	10	38	-1	17	10	4	-2
29	COc1ccccc1-c1nc(S(=O)(=O)c2ccccc2)c(N2CCOCC2)o1	37	17	1	-2.5	4	36	5	-9	-7
30	Cc1ccc(NC(=O)CSc2nnc(Cc3ccccc3)o2)c(C)c1	3	-11	20	1.6	-4	12	8	-2	-2
31	COC(=O)c1nn(-c2ccccc2)nc1-c1nn(-c2ccccc2)nc1C(=O)OC	-21	-1	-3	0.0	1	-33	3	-7	-3
32	CCCOc1ccccc1C1NC(=O)NC(C)=C1C(=O)OCCOC(C)C (centres undefined)	8	6	1	0.6	0	12	21	0	0
33	CSc1ccc(Cl)c(C(=O)NCCOc2cc(C)ccc2C(C)C)c1	10	-1	-8	5.9	1	23	18	-1	-4
34	Cc1ccc(Cl)cc1NC(=S)N(Cc1ccco1)C(C)c1cccs1 (centres undefined)	33	21	-6	8.7	-22	23	-3	-1	-5
35	O=C(CSc1nnc(-c2cccs2)n1Cc1ccccc1)N1CCc2ccccc2C1	31	-8	8	-0.3	1	6	31	-3	1
36	Cc1cc(Cl)c2oc(C(=O)NCC(C)(C)N3CCOCC3)c(C)c2c1	33	28	-15	-2.2	-3	36	5	1	-5
37	OC(COc1ccc(Cl)cc1)CSc1ccccn1 (centres undefined)	17	-16	6	-0.3	-1	-9	13	-3	-2
38	CCc1ccc(NC(=O)C(C)OC(=O)c2cccc(S(=O)(=O)N3CCc4ccccc4C3)c2)cc1 (centres undefined)	11	12	17	9.2	-22	14	13	-1	-4
39	COC(=O)C(CC(C)C)NC(=O)c1ccc([N+](=O)[O-])cc1 (centres undefined)	18	-9	-2	-2.9	-1	17	13	4	0
40	CN(C)S(=O)(=O)c1ccc(N2CCCC2)c(C(=O)Nc2nc(-c3ccc(F)cc3)cs2)c1	16	11	-4	-0.4	-6	18	1	3	-2
41	COc1ccc(-c2csc(N3CCSCC3)n2)cc1	25	10	-14	-0.1	-455	22	23	1	-2
42	Cc1ccc2ncnc(Nc3cccc(C(=O)O)c3)c2c1	-5	11	-1	-1.3	-2	-1	15	-2	0
43	O=C(O)c1ccc(S(=O)(=O)Nc2ccc(O)c(Sc3nc4ccccc4s3)c2)cc1	16	-7	2	-1.9	-5	-9	-5	-1	-1
44	CC(C)c1ccc(NC(=O)C2CC(=O)N(C3CCCC3)C2)cc1 (centres undefined)	18	1	2	1.0	-3	10	15	2	-1
45	C/C(=N\O)C1(C)N(O)C(C)(C)C(c2ccc(F)cc2)=[N+]1[O-] (centres undefined)	-7	-17	15	-2.0	1	-2	5	0	-2
46	Cc1cccc(C(=O)OCC(=O)NCCNC(=O)COC(=O)c2cccc(C)c2C)c1C	-11	-23	2	0.4	0	-21	-4	-1	-5
47	COc1ccc(C2CC(c3ccc(OC)cc3)n3nc(NC(=O)c4ccco4)nc3N2)cc1 (centres undefined)	13	16	9	0.0	-3	17	-14	-3	-2
48	Cc1csc(N2CCN(c3cc4nc(-c5ccncc5)[nH]c4cc3Cl)CC2)n1	14	11	-16	-0.1	-6	8	9	14	-1
49	O=C(O)c1cccc(C(=O)c2cccc3ccccc23)c1	14	15	19	2.2	1	11	20	-4	-2
50	O=C(Nc1ccccc1C(=O)OC1CCOC1=O)c1ccco1 (centres undefined)	2	-16	-9	0.0	0	14	10	-7	0
51	C=COCCNC(=O)Nc1ccc(Cl)cc1Cl	2	-13	20	0.1	-6	-22	6	0	-3
52	CCOc1ccc(OCCOCCN2CCc3ccccc3C2)cc1	-9	16	19	0.9	1	16	11	-4	2
53	CC1=C(C)CC(C(=O)Nc2nc(-c3ccc(C)cc3C)c(C)s2)C(C(=O)O)C1 (centres undefined)	6	17	3	28	0	8	5	-2	-2
54	CCc1ccc(NC(=O)CCC(=O)c2ccc(C)cc2)cc1	4	-7	-10	0.4	-2	6	21	-1	-1
55	CC(=O)c1cccc(OCC(=O)Nc2cc(S(=O)(=O)N3CCOCC3)ccc2N2CCCC2)c1	15	15	16	-0.7	0	0	1	7	1
56	Cn1c(=O)n(CC#N)c2ccccc21	7	-5	0	-0.7	0	7	6	-3	-4
57	O=C(N/C(=C\c1cccc([N+](=O)[O-])c1)C(=O)N(CCO)CCO)c1ccco1	12	10	-2	0.5	1	5	-9	-1	0
58	CC1CCCCN1CC(=O)NCc1ccc2c(c1)OCO2 (centres undefined)	-9	-2	-5	-3.3	0	5	1	-2	-2
59	Cc1cccc(C)c1N1CCN(c2ccc3nnc(C(F)(F)F)n3n2)CC1	32	15	-18	0.0	2	18	8	-5	-4
60	CN1CCC(N(C)C(=S)Nc2ccc(F)cc2)CC1	5	12	20	-1.8	1	3	15	-1	-2

(more compounds)
entry	canonical_smiles	tim23-1 inh	TIM10 inh	APJ antagonist	MPTP block	NR3A LBD binder	tim10-1 inh	NLRP3 yeast inh	APJ agonist	MIN6 prolif
61	Cc1ccc(NC(=O)C2C3/C=C\CCCCC32)cc1C (centres undefined)	12	3	-3	1.2	-1	4	8	1	-2
62	CCN(CC(=O)NCc1ccc(Cl)cc1)Cc1cc(=O)n2ccsc2n1	16	-16	4	2.3	1	-3	0	-3	-1
63	O=C(NCCN1CCOCC1)Nc1ccc(Cl)cc1Cl	-17	-6	-11	-0.3	1	-24	15	-5	-3
64	Oc1c(C(c2ccccn2)N2CCC(Cc3ccccc3)CC2)cc(Cl)c2cccnc12 (centres undefined)	55*	27	25	nt	-3	43*	15	-3	-5
65	O=C(COc1ccc([N+](=O)[O-])cc1Cl)NCC1CCCO1 (centres undefined)	24	-2	-8	0.3	1	6	32	3	-1
66	COc1ccc(N2C(=O)CC(C#N)=C2N)cc1	-6	3	-4	-0.9	1	8	11	-2	-3
67	C[C@@H]1C=C(C(=O)N2CCN(Cc3ccccc3)CC2)O[C@H](OCc2ccc(CO)cc2)C1	4	-3	-4	2.2	-3	-3	18	-1	-3
68	COc1cc(C(=O)NC(C)c2ccccc2)ccc1OCC(=O)N1CCOCC1 (centres undefined)	-3	3	2	-1.0	-7	-5	-5	-1	5
69	CCc1nnc(NC(=O)CCC(=O)N2CCN(c3cc(C)ccc3C)CC2)s1	22	21	-14	0.7	-1	21	24	-1	-3
70	Cc1csc(NC(=O)c2ccccc2O)n1	-3	-7	28	0.5	1	-18	11	-5	-4
71	COc1ccc(CNc2cccc(F)c2)cc1Br	11	10	3	2.4	-9	15	35	0	-2
72	CCOc1ncccc1C(=O)NNC(=O)c1cccc(S(=O)(=O)N2CCOCC2)c1	-13	0	-2	0.0	-1	-6	5	-1	-1
73	CSc1nsc(SCC(=O)N2CCN(c3ccccc3)CC2)n1	4	-10	9	1.9	11*	17	24	-5	-3
74	O=C(Cc1ccc(Cl)cc1)NNC(=O)C(=O)NC1CCCCC1	14	-4	10	-1.9	-2	7	5	-2	-1
75	Cc1ccc(S(=O)(=O)Nc2ccsc2C#N)cc1	21	12	9	0.1	0	8	6	-3	0
76	Cc1cccc(OCc2nc3ccccc3c(=O)n2N)c1	14	-1	3	-2.9	2	27	25	0	-1

One compound at a time (already shown). Screens in order: tim23-1 inh, TIM10 inh, APJ antagonist, MPTP block, NR3A LBD binder, tim10-1 inh, NLRP3 yeast inh, APJ agonist, MIN6 prolif
CCN(CC(=O)NCc1ccc(Cl)cc1)Cc1cc(=O)n2ccsc2n1 in the list: 16, -16, 4, 2.3, 1, -3, 0, -3, -1
CSc1nsc(SCC(=O)N2CCN(c3ccccc3)CC2)n1 in the list: 4, -10, 9, 1.9, 11*, 17, 24, -5, -3

Compound activity from PubChem BioAssay.
